HTR5A inv ag – HTR5A inverse agonism, opioid heterodimer counter-screen; P47898; HTR5A cell line, luminescence; inhibition, % at 9.3 µM; hit rate 0.083% among 340,000; AID 504634; in the data active = inhibition mostly above about 23%, no sharp cut-off; inactive = mostly below about 18%;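 also: 0% = cells with DMSO and 100% = no-cell wells with DMSO; some compounds called inactive have numbers as strong as hits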
Target sequence (P47898 whole entry, looked up): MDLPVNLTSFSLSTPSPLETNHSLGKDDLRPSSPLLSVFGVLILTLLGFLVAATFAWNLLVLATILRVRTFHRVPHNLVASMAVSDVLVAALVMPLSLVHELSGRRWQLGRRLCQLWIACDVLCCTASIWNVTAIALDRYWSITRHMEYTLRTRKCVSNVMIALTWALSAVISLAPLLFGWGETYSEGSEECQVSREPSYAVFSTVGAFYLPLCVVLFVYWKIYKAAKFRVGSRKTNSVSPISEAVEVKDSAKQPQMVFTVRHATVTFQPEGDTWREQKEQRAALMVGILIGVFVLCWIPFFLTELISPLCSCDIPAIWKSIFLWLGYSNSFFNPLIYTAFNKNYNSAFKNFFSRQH
HTR5A ag ctr – counter-screen for OPRM1-OPRD1 agonists: human HTR5A agonism; activation, % at 9.3 µM; HTR5A agonist assay, luminescence, cell-based; P47898; hit rate 0.61% among 340,000; in the data active = activation mostly above about 9.5%, no sharp cut-off; inactive = mostly below about 7.6%;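 also: 0% = cells with vehicle only and 100% = reference agonist; strong numbers were not always called active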
V-ATPase pH – regulators of yeast V-ATPase proton transport | hit rate 0.37% among 350,000 | response, % at 10 µM | AID 504577 | S. cerevisiae, pHLuorin cytosolic pH fluorescence; in the data active = response mostly above about 7.3%, no sharp cut-off; inactive = mostly below about 5.4%; also: actives read high; inactives centre near 0; some compounds called inactive have numbers as strong as hits; reference of the scale not given here
PKA-R1A activ – activators of PKA-R1A complex; PKA-R1A dissociation, Cy5-IP20 fluorescence polarization; scaled: DMSO 0%, 113 µM cGMP 100%; activation, % at 11.4 µM; hit rate 0.083% among 340,000; AID 504707;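 active = percent activation above the mean of all tested compounds plus 3 SD, cut at about 19% in these data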;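 also: higher means more PKAc released from R1A so a rise in polarization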
MOR-DOR ag – agonists of human mu-delta opioid receptor heterodimerization | AID 504326 | hit rate 0.3% among 340,000 | activation, % at 9.3 µM | cells, OPRM1-OPRD1 heterodimerization, luminescence; in the data active = activation above about 18%;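 also: 0% = vehicle-treated cells and 100% = reference agonist; values of inactives mirror those of a sister screen read the other way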
MOR-DOR inv ag – inverse agonists of human mu-delta opioid receptor heterodimerization; P35372+P41143; cell-based MOR-DOR heterodimer luminescence, inverse agonism; inhibition, % at 9.3 µM; hit rate 0.21% among 340,000; in the data active = inhibition above about 22%, passing the limit was not always enough;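 also: 0% = cells with DMSO and 100% = wells without cells with DMSO; values of inactives mirror those of a sister screen read the other way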
DAGLB inh – blocks human DAGLB lipase activity. Q8NCG7. HEK293T DAGLB membrane lysate, EnzChek fluorogenic substrate. inhibition, % at 5.17 µM. hit rate 0.059% among 340,000. AID 504411; in the data active = inhibition above about 34%;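 also: 0% = enzyme with vehicle and 100% = wells lacking enzyme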
Target sequence (Q8NCG7 whole entry, looked up): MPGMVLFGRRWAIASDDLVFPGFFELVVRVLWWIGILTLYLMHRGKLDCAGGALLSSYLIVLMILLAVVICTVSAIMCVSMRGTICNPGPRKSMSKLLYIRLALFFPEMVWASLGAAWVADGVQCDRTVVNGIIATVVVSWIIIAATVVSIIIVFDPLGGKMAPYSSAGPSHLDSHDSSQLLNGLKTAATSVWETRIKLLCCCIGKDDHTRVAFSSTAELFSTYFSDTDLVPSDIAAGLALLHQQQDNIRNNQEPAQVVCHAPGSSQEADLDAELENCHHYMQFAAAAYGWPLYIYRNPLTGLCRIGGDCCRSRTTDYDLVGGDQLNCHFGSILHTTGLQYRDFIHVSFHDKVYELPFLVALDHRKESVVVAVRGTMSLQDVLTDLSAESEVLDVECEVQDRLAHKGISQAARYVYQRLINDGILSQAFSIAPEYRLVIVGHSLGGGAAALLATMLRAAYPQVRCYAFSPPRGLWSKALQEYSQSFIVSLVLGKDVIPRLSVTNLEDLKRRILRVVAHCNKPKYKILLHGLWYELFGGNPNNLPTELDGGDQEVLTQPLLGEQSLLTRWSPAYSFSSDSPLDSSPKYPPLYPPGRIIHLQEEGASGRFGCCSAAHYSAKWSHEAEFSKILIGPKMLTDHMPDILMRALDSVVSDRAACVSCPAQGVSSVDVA
Pemphigus Ab inh – blocks pemphigus antibody binding to human desmoglein-3 | hit rate 0.48% among 310,000 | binding (percent of control), % at 10 µM | AID 588358 | P32926 | DSG3-coupled beads, scFv-anti-DSG3-GFP binding, flow cytometry; active compounds read low;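 active = binding more than 3 SD below its plate's average and above zero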;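 also: hits lower antibody fragment binding to DSG3; some compounds called inactive have numbers as strong as hits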
Arr AP2 block – inhibitors of human beta-arrestin and AP2 interaction; hit rate 0.31% among 340,000; AID 504490; FITC-arrestin peptide / GST-AP2 beads, flow cytometry; AP2 beta2 appendage carries R879A mutation; inhibition, % at 10 µM;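 active = inhibition above a set limit, near 3 SD of compounds lacking own fluorescence, cut at about 54% in these data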;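 also: plate controls were DMSO wells for no effect and 5 µM unlabelled arrestin peptide for full effect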
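Material – GST-tagged AP2 beta2-adaptin appendage (R879A) on 4 µm glutathione beads · Probe or stimulus – fluorescein-tagged arrestin peptide at 50 nM final · Timing – 12 min plus 1 h, RT · Detection – bead flow cytometry, FITC channel · Read-out basis – inhibition as reduced fluorescein signal on beads, percent · Medium – PBS plus Tween 20 (0.05%) and BSA (0.1%)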
PKA-R2B act – activators of human PKA-R2B complex; P22694+P31323; PKA-R2B holoenzyme dissociation, Cy5-IP20 fluorescence polarization; R2B truncated from residue 108, S112A mutant; 0% DMSO only, 100% 113 µM cGMP; activation, % at 11.4 µM; hit rate 0.079% among 340,000; AID 504700;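 active = activation above a cutoff set at the mean over all compounds plus 3 SD, cut at about 18% in these data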;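 also: higher means more holoenzyme dissociation and a rise in polarization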
* marks the source's active call; other numbers are inactive results; . = no result given.

no.	SMILES	HTR5A inv ag	Arr AP2 block	PKA-R1A activ	PKA-R2B act	MOR-DOR ag	MOR-DOR inv ag	HTR5A ag ctr	DAGLB inh	Pemphigus Ab inh	V-ATPase pH
1	C[C@H](CO)N1C[C@H](C)[C@@H](CN(C)C(=O)Nc2ccccc2)Oc2ncc(-c3ccc(C#N)cc3)cc2C1=O	.	.	5	-1	.	.	.	0	.	2
2	O=C(c1cccc(C(F)(F)F)c1)C1CCCN(C(=O)Cn2cncn2)C1 (stereo not drawn)	0	-8	-8	6	-2.8	14	0	1	.	0
3	CC1(C)CC(=O)c2c(n(S(=O)(=O)c3ccccc3)c3ccc(NS(=O)(=O)c4ccccc4)cc23)C1	-26	25	0	-4	-3.0	16	-3	2	113	-5
4	CC1(C)CC(=O)C=C(Nc2ccccc2O)C1	-3	-6	2	-8	-2.8	16	-9	-1	131	5
5	COc1ccc([N+](=O)[O-])cc1NC(=O)C(C)OC(=O)C1c2ccccc2Oc2ccccc21 (stereo not drawn)	8	10	-7	-5	-1.8	9	-3	0	.	-3
6	Cc1cc(C)c2c(N)c3ccccc3nc2n1	-11	2	-6	-2	0.0	0	-2	1	.	3
7	CCC(=O)Nc1ccc2oc(-c3cccc(C)c3)nc2c1	-32	-7	1	-1	-0.3	2	-2	-2	104	-1
8	Cc1cc(NC(=O)CC2CCCC2)ccc1Br	12	13	-2	-6	2.5	-13	-4	-6	100	6
9	C=CCn1cnc2c(c1=O)c1nc3ccccc3nc1n2/N=C/c1cccc(OC)c1	-12	-11	-5	-11	-1.2	7	-4	-3	94	2
10	O=C(c1ccc(Cl)cc1)N1CCN(C(=O)c2ccco2)CC1	-2	5	1	0	-3.4	14	1	-1	.	2
11	COc1cccc(CN(C)C(=O)CCc2nnc(-c3ccsc3)o2)c1	19	30	-15	1	-3.2	17	11	1	98	1
12	COC(=O)c1sc2cc(C(F)(F)F)cnc2c1-c1ccccn1	4	34	1	-3	-2.4	14	-2	-1	97	7
13	O=C(NCC(=O)N(c1ccccc1)C(C(=O)NC1CCCC1)c1cccnc1)c1cccs1 (stereo not drawn)	-9	4	1	-15	-1.8	10	-3	4	84	-3
14	Cc1cccc(CS(=O)(=O)c2ncc(Cl)c(C(=O)Nc3nnc(C(C)C)s3)n2)c1	-11	3	-10	-7	-2.1	11	3	3	93*	-2
15	COc1ccc(NC(=O)CCC(=O)Nc2nnc(CC(C)C)s2)cc1Cl	0	14	-3	3	1.1	-6	-1	2	92	2
16	CCN1C(=O)C(=O)N(CC(=O)NC(C)CCc2ccccc2)C1=O (stereo not drawn)	4	-22	2	2	-4.8	19	2	-1	101	2
17	COc1nc2ccc(C)cc2cc1-c1noc(-c2cccnc2)n1	6	-9	5	0	-2.0	8	2	-5	109	0
18	CC(NC(=O)C1CCCCC1)C(c1cccs1)N1CCN(C)CC1 (stereo not drawn)	-2	14	-9	-2	-2.8	15	-3	-1	85	4
19	CCc1nnc(NC(=O)c2ccc3c(c2)C(=O)N(CC)C3=O)s1	1	4	-10	-5	-0.7	4	3	-1	104	-1
20	Cn1c(C(=O)NC2CCCCC2)cc2c(=O)n(C)c3ccccc3c21	-26	4	-10	-10	1.9	-11	1	-2	99	9
21	NC(=O)c1ncc(C(F)(F)F)cc1Oc1ccc(C(F)(F)F)cc1	2	22	10	-4	-0.8	4	-1	-1	105	-3
22	COc1ccc(-c2noc(Cc3cccs3)n2)cc1	-6	2	-7	-1	4.8	-27	2	-12	.	3
23	Nc1cc(=O)[nH]c(SCC(=O)Nc2cccc(Cl)c2Cl)n1	10	19	-9	-12	-2.4	13	5	0	95	-2
24	COc1ccccc1-n1c(=O)c2c3c(sc2n2c(=S)[nH]nc12)CCC3	-5	-4	-8	-8	-0.7	3	2	3	116	0

Results in HTR5A inv ag, Pemphigus Ab inh and MOR-DOR ag, for 2 of the compounds above:
item	SMILES	HTR5A inv ag	Pemphigus Ab inh	MOR-DOR ag
23	Nc1cc(=O)[nH]c(SCC(=O)Nc2cccc(Cl)c2Cl)n1	10	95	-2.4
24	COc1ccccc1-n1c(=O)c2c3c(sc2n2c(=S)[nH]nc12)CCC3	-5	116	-0.7

(listing goes on)
no.	SMILES	HTR5A inv ag	Arr AP2 block	PKA-R1A activ	PKA-R2B act	MOR-DOR ag	MOR-DOR inv ag	HTR5A ag ctr	DAGLB inh	Pemphigus Ab inh	V-ATPase pH
25	CC(=O)/C(=N\Nc1ccccc1)Oc1ccc([N+](=O)[O-])cc1	2	-7	-5	-4	-3.6	19	4	2	109	4
26	CCOC(=O)c1cccc(NS(=O)(=O)c2cnc[nH]2)c1	13	3	6	-2	-0.7	4	-1	-3	92	1
27	Cc1cccc(NC(=O)CN2C(=O)N/C(=C/c3cc(C)n(C)c3C)C2=O)c1	-4	1	-4	-8	1.8	-10	2	5	100	-1
28	COc1ccccc1NC(=O)c1cc2c(cc1Cl)N1CCCCCC1=NS2(=O)=O	0	25	-4	9	-2.0	11	0	2	92	4
29	CC1c2cc3c(cc2CCN1CC(=O)Nc1ccccc1)OCCCO3 (stereo not drawn)	-27	3	-2	4	0.5	-3	2	-6	100	-1
30	CC(C)CCNC(=O)C(c1ccco1)N(Cc1ccccc1)C(=O)c1snc(C(N)=O)c1N (stereo not drawn)	0	-3	-6	-1	0.5	-2	1	3	107	1
31	O=c1cc(C(F)(F)C(F)F)oc2ccccc12	11	10	0	-2	0.0	0	-5	3	104	1
32	COc1cccc(S(=O)(=O)Nc2ccc(C(=O)N3CCN(C(=O)c4ccco4)CC3)cc2)c1	-1	6	3	-4	0.5	-3	4	0	104	0
33	CCOc1nc2cnccc2n(CC(=O)Nc2ccccc2C(=O)OC)c1=O	10	-4	-7	-3	-3.0	15	2	1	107	0
34	O=C1N=C2N(CCN3CCCCC3)c3ccccc3N2/C1=C\c1ccc([N+](=O)[O-])s1	-36	20	0	-3	-0.7	3	2	-1	110	7
35	Cc1ccc(S(=O)(=O)c2ccc([N+](=O)[O-])cn2)cc1	21	-13	5	-3	-0.5	2	-6	-4	117	2
36	Cc1ccc(NC(=O)CN(C)C(=O)c2cc3ccccc3o2)cc1	-6	-7	10	0	-1.6	9	2	0	99	0
37	O=C(NCc1ccc(Cl)cc1)c1ccc2c(=O)n(CC3CCCO3)c(=S)[nH]c2c1 (stereo not drawn)	14	0	-5	4	-0.1	0	1	2	.	-3
38	Cc1ccc(S(=O)(=O)N2CCCCC2CCNC(=O)C(=O)NC2CCCC2)cc1 (stereo not drawn)	1	7	-6	-6	-0.6	3	-1	0	107	4
39	O=C(CCN1CCc2ccccc2C1)Nc1cccc(F)c1	7	10	12	-5	-2.3	14	-2	-2	.	0
40	Cn1nccc1C(=O)NCCN1C(=O)OC(C)(C)C1(C)O (stereo not drawn)	-4	1	0	-7	-3.0	15	5	1	100	-2
41	COc1ccc(CNC(=O)CN(Cc2ccccc2)S(=O)(=O)c2ccc(Cl)cc2)cc1	2	5	0	-5	4.8	-26	3	-9	100	6
42	O=C(O)C1=C[C@@H](c2coc3ccccc3c2=O)C[C@@H](OCc2ccc(CO)cc2)O1	-17	27	5	-9	-2.3	13	6	0	99	-3
43	CCOC(=O)C1(CC2CC2)CCN(Cc2cc(Cl)c(O)c(OC)c2)CC1	-8	8	-4	4	5.7	-29	0	2	104	0
44	C=CCn1c(N)cc(=O)nc1SCC(=O)Nc1ccccc1	6	-5	1	1	0.0	0	1	0	98	-1
45	CC1(C(=O)O)CCC2(C)CCC3(C)C(=CC(=O)C4C5(C)CCC(=O)C(C)(C)C5CCC43C)C2C1 (stereo not drawn)	.	.	11	-9	.	.	.	4	103	-3
46	OCC1(Cc2ccccc2)CCN(Cc2ccc(C(F)(F)F)cc2)CC1	-5	5	0	4	7.9	-40	7	-1	104	-3
47	Cn1cccc1C(=O)NC(=O)COC(=O)c1ccc(O)cc1	5	0	2	2	-0.3	2	-5	0	107	-6
48	COC(=O)CCCC(=O)Nc1c(F)c(F)c(F)c(F)c1F	-4	-5	3	2	-1.5	7	4	1	103	8
49	Cc1ccc(CN2CC(C(=O)N3CCN(S(=O)(=O)c4ccccc4)CC3)CC2=O)cc1 (stereo not drawn)	11	-10	-2	4	-0.6	4	-4	-1	100	-2
50	CN(Cc1ccccc1)C(=O)C1CCN(S(C)(=O)=O)CC1	-8	-4	-8	3	-0.5	3	3	0	102	0
51	O=C1CC2(CCN(C(=O)c3ccccc3F)CC2)Oc2ccccc21	11	-3	0	4	0.1	0	-4	-5	111	-1
52	Cc1cc(C(=O)OCC(=O)c2c(N)n(C)c(=O)n(C)c2=O)c(C)o1	26	104*	7	-3	0.1	0	-10	1	92	0
53	O=C1Nc2ccc([N+](=O)[O-])cc2C1(O)N1CCCCCC1 (stereo not drawn)	-3	20	-1	-12	-0.4	2	1	0	75	1
54	CC1CN(CCCCSc2ccc(Cl)cc2)CC(C)O1 (stereo not drawn)	0	6	-2	-7	2.3	-11	0	-7	107	1
55	Cc1cc(C)cc(NC(=O)c2cccc(N3C(=O)C4C5C=CC(C5)C4C3=O)c2)c1 (stereo not drawn)	-3	-14	-16	7	-3.1	16	-3	-1	.	-2
56	O=C(CC(=O)c1cc(Cl)ccc1O)c1ccccc1	-12	-2	-2	-10	1.2	-7	4	-5	125	2
57	COc1ccc(N(C)C(=O)c2ccc3snnc3c2)cc1	-2	-6	-3	-5	-2.1	11	4	-1	83	2
58	COc1ccc(C(=O)N2CCC(O)(c3ccc(Cl)cc3)CC2)cc1OC	0	5	-4	8	-1.4	7	-1	-1	.	3
59	Cc1nnc(SCC(=O)c2ccc([N+](=O)[O-])cc2)s1	-6	-5	-11	-6	2.2	-11	-2	2	102	2
60	O=C(CCN1C(=O)C2C3CCC(C3)C2C1=O)Nc1ccccc1C(F)(F)F (stereo not drawn)	5	4	-3	5	-1.3	9	-2	-3	91	0
61	CN(C)c1ccc(C(=O)Nc2ccc(CN3CCS(=O)(=O)CC3)cc2)cc1	16	10	-18	-11	-0.2	1	-1	2	101	5
62	CCOc1ccc(C(=O)NCC(=O)N2CC=C(c3ccccc3)CC2)cc1OCC	-12	-4	-8	0	-1.2	7	4	-6	101	-1
63	O=C(NCC(=O)N(c1ccc(F)cc1)C(C(=O)NC1CCCC1)c1ccncc1)c1ccco1 (stereo not drawn)	-5	0	-4	-10	-1.3	8	-3	-1	.	1
64	O=C(c1cccs1)N(C(=O)c1cccs1)c1ccc(Br)cn1	16	3	9	-7	-2.0	10	4	-6	101	3
65	Cc1ccccc1OC1C(=O)N(CC2CCCO2)C1c1ccc2c(c1)OCO2 (stereo not drawn)	-12	23	-14	-7	-1.3	8	4	-3	85	-5
66	O=C(COC(=O)Cn1cnc2ccccc21)Nc1cc(S(=O)(=O)N2CCOCC2)ccc1Cl	-11	-1	0	-8	0.1	0	4	0	83	2

Screens from PubChem BioAssay.
